# From PubChem
# Pol beta inh: qHTS Assay for Inhibitors of DNA Polymerase Beta. Potency, µM (series often up to 114 µM), without a hit: top-dose activity change, negative = inhibition, usual class: inhibitors. Pol beta primer extension/strand displacement, fluorescence kinetic. 340,000 compounds, 1.3% hits; note: potency is the fitted concentration of half-maximal effect; % is set by controls: 0 for no effect and ±100 for the full control effect
#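 Curves were derived by four-parameter Hill fits of normalized qHTS data. The kinetic fluorescent primer-extension read was taken at 0 and 10 min after 50 nM substrate, following a 15 min room-temperature preincubation of 10 nM enzyme with compounds.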
# POLH inh: qHTS for Inhibitors of Polymerase Eta | 390,000 compounds, 1.2% hits | Potency, µM (series often up to 114 µM), inactives show at the highest dose activity change, negative = inhibition, usual class: inhibitors | AID 588591, 2011 | DNA polymerase eta (Homo sapiens), Q9Y253 | recombinant Pol eta, fluorescent DNA replication assay; note: potency is the fitted concentration of half-maximal effect; % is set by controls: 0 for no effect and ±100 for the full control effect
# Target sequence (Q9Y253 whole entry, looked up): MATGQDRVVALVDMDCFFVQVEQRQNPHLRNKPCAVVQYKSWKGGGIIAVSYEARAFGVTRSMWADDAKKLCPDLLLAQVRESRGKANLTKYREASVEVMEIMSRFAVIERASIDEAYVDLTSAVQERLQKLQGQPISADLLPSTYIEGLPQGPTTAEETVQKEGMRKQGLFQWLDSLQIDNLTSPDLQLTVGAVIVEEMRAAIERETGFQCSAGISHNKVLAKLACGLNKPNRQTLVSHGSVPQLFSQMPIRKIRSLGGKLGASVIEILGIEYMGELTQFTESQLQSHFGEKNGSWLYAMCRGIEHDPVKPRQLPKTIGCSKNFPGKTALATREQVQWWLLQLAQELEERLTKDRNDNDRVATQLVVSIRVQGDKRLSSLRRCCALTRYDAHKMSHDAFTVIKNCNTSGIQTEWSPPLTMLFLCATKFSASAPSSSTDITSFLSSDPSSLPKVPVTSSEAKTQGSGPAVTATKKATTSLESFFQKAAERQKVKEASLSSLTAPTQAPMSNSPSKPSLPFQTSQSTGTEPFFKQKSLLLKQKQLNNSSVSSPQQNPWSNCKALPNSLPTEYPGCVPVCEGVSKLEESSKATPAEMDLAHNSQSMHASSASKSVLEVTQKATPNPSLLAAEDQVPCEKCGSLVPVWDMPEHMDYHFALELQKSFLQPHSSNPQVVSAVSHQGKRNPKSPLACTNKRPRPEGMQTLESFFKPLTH
#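 Fluorescent replication assay: 50 nM final substrate added after a 15 min room-temperature compound preincubation with 10 nM enzyme. Signal taken at 0 min and again at 10 min.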
# POLI inh: qHTS for Inhibitors of Polymerase Iota; DNA polymerase iota (Homo sapiens), Q9UNA4; Pol iota fluorescent replication assay, 10 min; Potency, µM (titrated, usually from 115 µM), inactives show top-dose activity, negative = inhibition, usual class: inhibitors; 390,000 compounds, 1% hits; AID 588590, 2011; note: potency is the fitted concentration of half-maximal effect
#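 Fluorescent replication assay read twice, at 0 min and 10 min after adding 50 nM (final) substrate. Enzyme (10 nM) and compounds were first incubated 15 min at room temperature; enzyme-free buffer wells were negative controls.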
# APEX1 inh: qHTS Assay for Inhibitors of the Human Apurinic/apyrimidinic Endonuclease 1 (APE1). 350,000 compounds, 0.35% hits. AID 2517, 2012. DNA repair nuclease/redox regulator APEX1 (Homo sapiens), P27695. recombinant APE1, TAMRA/BHQ-2 abasic DNA cleavage fluorescence. Potency, µM (doses to about 65.8 µM), inactives show at the top dose activity change, negative = inhibition, actives largely listed as inhibitors;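 note: potency is the fitted concentration of half-maximal effect; plate controls were vehicle for no effect and reference inhibitor for full effect; nearly all actives have a fitted effect of over 55% in size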
# Target sequence (P27695 whole entry, looked up): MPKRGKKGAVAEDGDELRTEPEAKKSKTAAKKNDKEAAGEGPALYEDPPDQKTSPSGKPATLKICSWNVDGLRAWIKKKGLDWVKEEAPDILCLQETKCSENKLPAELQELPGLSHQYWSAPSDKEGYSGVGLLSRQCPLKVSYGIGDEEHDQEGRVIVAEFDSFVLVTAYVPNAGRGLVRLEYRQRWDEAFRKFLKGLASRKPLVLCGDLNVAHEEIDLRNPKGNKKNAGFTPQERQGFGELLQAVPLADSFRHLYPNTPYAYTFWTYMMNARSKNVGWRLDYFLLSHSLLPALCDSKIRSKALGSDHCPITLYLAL
#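 APE1 at 0.75 nM final was preincubated with compound 15 min at room temperature, then 50 nM double-stranded THF abasic-site substrate (5'-TAMRA/3'-BHQ-2) was added. Fluorescence (ex 525/em 598 nm) was read kinetically; third-minus-first read gave activity.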
# POLK inh: qHTS for Inhibitors of Polymerase Kappa. DNA polymerase kappa (Homo sapiens), Q9UBT6. purified Pol kappa, fluorescent DNA synthesis assay, 10 min. Potency, µM (highest dose often 107 µM), for inactives: at the top dose activity, negative = inhibition, most hits filed as inhibitors. 400,000 compounds, 0.53% hits. AID 588579, 2011; note: potency is the fitted concentration of half-maximal effect; % is set by controls: 0 for no effect and ±100 for the full control effect
#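 First, compounds were pin-transferred onto 10 nM Pol kappa. After 15 min at room temperature, substrate was added to 50 nM final. Fluorescence was then measured kinetically at 0 and 10 min.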
# BLM inh: qHTS Assay for Inhibitors of Bloom's syndrome helicase (BLM) | recombinant BLM DNA unwinding, fluorescence dequenching | Potency, µM (top dose mostly 56.1 µM), without a hit: at the top dose activity change, negative = inhibition, most hits filed as inhibitors | 350,000 compounds, 0.2% hits;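 note: potency is the fitted concentration of half-maximal effect; plate controls were vehicle for no effect and no enzyme for full effect; nearly all actives have a fitted effect of over 35% in size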
# Anesthetic bind: qHTS Assay for Identification of Novel General Anesthetics; Ferritin light chain (Equus caballus), P02791; apoferritin/1-aminoanthracene competitive binding, fluorescence; Potency, µM (top dose mostly 77.5 µM), for inactives: top-dose activity change, negative = displacement, most hits filed as inhibitors; 350,000 compounds, 0.074% hits; note: potency is the fitted concentration of half-maximal effect; % is set by controls: 0 for no effect and ±100 for the full control effect; nearly all actives have a fitted effect of over 20% in size
#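 In PBS, apoferritin at 10 uM is loaded with 1-AMA from a 50% saturated solution. After 10 min of compound exposure at ambient temperature, reduced 535 nm fluorescence indicates probe displacement.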
# RXFP1 antag: qHTS Assay for Antagonists of the Relaxin Receptor RXFP1 | 350,000 compounds, 0.59% hits | HEK293-RXFP1, relaxin-stimulated cAMP HTRF, 30 min; hits give low values | Relaxin receptor 1 (Homo sapiens), Q9HBX9 | AID 1259400, 2018 | activity change, negative = inhibition, % at 57.5 µM;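 active = activity change of -60% or lower, but not beyond a set lower limit; inconclusive = change between -60% and -40%, or beyond the set limit; inactive = change above -40%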; note: % is set by controls: 0 for no effect and ±100 for the full control effect
# PGK inhibitor: qHTS Assay to Find Inhibitors of Phosphoglycerate Kinase | Potency, µM (series often up to 57.5 µM), without a hit: at the top dose activity change, negative = inhibition, most hits filed as inhibitors | PGK/GAPDH coupled, Kinase-Glo luminescence, 60 min | Phosphoglycerate kinase, glycosomal (Trypanosoma brucei brucei), P07378 | 380,000 compounds, 0.043% hits; note: potency is the fitted concentration of half-maximal effect; % is set by controls: 0 for no effect and ±100 for the full control effect; nearly all actives have a fitted effect of over 60% in size
#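 Recombinant glycosomal PGK reaction used 1,3-bisphosphoglycerate generated in-well by GAPDH (100nM final) in 100mM TEA pH 7.6, 5mM MgCl2, 0.01% Tween-20. After 60 minutes at room temperature, ATP was read by Kinase-Glo Plus luminescence end-point.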
# Numbers without * were called inactive; i = inactive; ? = inconclusive; nt = no result given; [ ] = dose if it differs, or a comment. Unless noted, calls come from the whole dose curve; as a rule, active = well fitted curve in the direction sought with a large enough effect; inconclusive = small, poorly fitted or top-dose-only effect, or another doubt; inactive = no such curve, though single readings can be large; an effect the other way counts as inactive or inconclusive.
# Results follow in this order: Pol beta inh	POLH inh	POLI inh	APEX1 inh	POLK inh	BLM inh	Anesthetic bind	RXFP1 antag	PGK inhibitor
CCN1C(=O)C(CC(=O)Nc2ccc(OC)cc2)N(Cc2ccc(OC)c(OC)c2)C1=S (stereo not given)
→ 19%	-2%	51%[activator]	-3%	-13%	-13%	-8%	14	-10%
N#Cc1cc2c(=O)n3ccccc3nc2n(-c2nnc(SCc3ccccc3Cl)s2)c1=O
→ 0%	nt	8%	nt	-2%	-4%	2%	-6	nt
O=C(CSc1nnc2ccccn12)N1CCOCC1
→ -22%	-12%	7%[58.9 µM]	0%	-7%	0%	-7%	8	-5%
Cc1ccc(CNS(=O)(=O)c2c(C(=O)N3CCCCC3)c(C)n(C)c2C)o1
→ 0%	-2%	17%	31%	-10%	-2%	2%	37	-1%
Cc1ccc(N(Cc2cc3ccc(C)cc3[nH]c2=O)C(=O)c2ccco2)c(C)c1
→ -1%	-8%	-6%	-4%	-6%	-9%	-7%	-3	4%
CCOc1ccccc1CNCc1ccc(C(=O)O)cc1
→ 24%	-13%	42%[activator]	8%	-3%	-6%	1%	6	-4%
CC(C)(C)NC(=O)c1cc(NC(=O)c2ccco2)cc(NC(=O)c2ccco2)c1
→ 21%	5%	2%	-2%	-23%	0%	-9%	9	1%
COc1ccc(Cc2nnc(NC(=O)c3ccccc3F)s2)cc1OC
→ 2%	-6%	-7%	0%	-5%	-6%	-20%	-10	i
COCCN(C(=O)C1CCC1)c1c(N)n(CC(C)C)c(=O)[nH]c1=O
→ nt	-1%	3%	-12%	6%	nt	nt	-5	-10%
C#CCSc1nsc(SCC#C)c1C#N
→ 45µM*	18µM*	20µM*	?	?	-15%	?	10	-6%[11.5 µM]
CCn1ncc([N+](=O)[O-])c1C(=O)Nc1cc(C)on1
→ 19%	2%	30%	2%	-16%	3%	-4%	3	-7%
CCOC(=O)c1ccc(S(=O)(=O)N2CCN(C3CC(=O)N(c4ccc(OC)cc4)C3=O)CC2)cc1 (stereo not given)
→ nt	-15%	56%[activator]	nt	-1%	nt	nt	0	0%
Fc1ccc(-n2cc(CNCCc3cccnc3)c(-c3ccccc3Cl)n2)cc1
→ 66%	-8%	125%[activator]	14%	-6%	3%	-5%	-23	15%
N#C/C(=C(/O)COC(=O)c1ccc2c(c1)OCCO2)c1nc2ccccc2[nH]1
→ -6%	?	15%	-3%	-16%	-4%	?	-6	-4%
COc1cccc(C(=O)NCCN2CCN(c3ccccc3)CC2)c1
→ 1%	-16%	14%	52%[activator]	7%	-3%	0%	3	-3%
O=C(CCn1nnc2ccccc21)OCC(=O)c1ccc(F)cc1
→ -15%	-2%	13%	43%	3%	-3%	1%	0	-10%
COc1ccc(/C=C/c2c(-c3ccc(OC)cc3)sc3cc(OC)c(OC)cc23)cc1
→ nt	-19%	14%	6%	2%	nt	nt	nt	-5%
O=c1[nH][nH]c(-c2ccccc2)c1C=Nc1cccc(Cl)c1
→ ?	7%	11%	-4%	-9%	-2%	?	-23	3%
CCCNC(=O)N1CCC(c2ccc3c(c2)OCO3)CC1
→ -20%	-17%	42%[activator]	29%	2%	-5%	-11%	-2	-7%
CC(C)NC(=O)C12CC3CC(C1)CC(C(=O)NC(C)C)(C3)C2
→ 3%	2%	21%	-1%	6%[60.1 µM]	0%	-3%	-4	0%

# The closing 3 compounds of the part before open the next one:
# Results follow in this order: Pol beta inh	POLH inh	POLI inh	APEX1 inh	POLK inh	BLM inh	Anesthetic bind	RXFP1 antag	PGK inhibitor
O=c1[nH][nH]c(-c2ccccc2)c1C=Nc1cccc(Cl)c1
→ ?	7%	11%	-4%	-9%	-2%	?	-23	3%
CCCNC(=O)N1CCC(c2ccc3c(c2)OCO3)CC1
→ -20%	-17%	42%[activator]	29%	2%	-5%	-11%	-2	-7%
CC(C)NC(=O)C12CC3CC(C1)CC(C(=O)NC(C)C)(C3)C2
→ 3%	2%	21%	-1%	6%[60.1 µM]	0%	-3%	-4	0%
CCOC(=O)CC(NS(=O)(=O)c1ccc2[nH]cc(C(=O)O)c(=O)c2c1)c1ccc(OCC)c(OC)c1 (stereo not given)
→ 3.5µM*	4µM*	20µM*	-51%[12.4 µM]	50µM*	33%[activator]	-13%	-16	?
NC(=O)CN1C(=O)C(=O)N(Cc2ccc(Cl)cc2)C1=O
→ -25%	-17%	-15%	21%	-21%	-1%	-8%	5	-6%
CCCCCC(=O)Nc1nc(C)c(-c2csc(Nc3cc(Cl)ccc3C)n2)s1
→ 1%	-16%	20%	?	-4%	-5%	?	nt	-1%
C/C(=N\NC(=O)c1ccc(-c2ccccc2)cc1)c1ccco1
→ 15%	-1%	31%[activator]	18%	-6%	-4%	-1%	-1	i
O=C(CSc1ccc2nnc(-c3ccc(F)cc3)n2n1)NCc1ccco1
→ ?	2%	?	-3%	-20%	-12%	-9%	-4	-10%
Cc1ccc(C(=O)NCCc2csc(-c3cccc(F)c3)n2)cc1C
→ -24%	-22%	9%	nt	-20%[60.1 µM]	-4%	0%	-13	-3%
O=C(c1ccccc1)N(c1ccccc1)c1nccc2ccccc12
→ nt	-1%	0%	nt	-17%	nt	nt	nt	-8%
O=C(Cn1ccc2ccccc2c1=O)NCCC(=O)Nc1cccnc1
→ 20%	-10%	6%	12%	-3%	-1%	-11%	-1	7%
CCN1C(=Nc2ccc(Cl)cc2)SC/C1=C\C(=O)OC
→ 18%	-1%	15%	-5%	-2%	-6%	-10%	12	-6%
CC1CCCN(c2ccc(C(=O)NCC3CCCO3)cn2)C1 (stereo not given)
→ 4%	-14%	42%[activator]	0%	7%	2%	-7%	-3	10%
CCc1ccc(OCCSc2nc3ccccc3n2CCC(=O)O)cc1
→ 13%	4%	-10%	-5%	-5%	0%	-9%	-3	0%
Cc1ccc(-n2c(O)c(C=Nc3ccccc3-c3n[nH]c(=S)[nH]c3=O)c3ccccc3c2=O)c(C)c1
→ 89µM*	?	45µM*	16%	?	-9%	-18%	-24	-11%
CCCC[C@H](NC(=O)[C@H](CC(C)C)NC(=O)CNC(=O)[C@@H](NC(=O)[C@H](Cc1ccccc1)NC(=O)[C@H](CO)NC(=O)[C@@H](N)CC(=O)O)C(C)C)C(N)=O
→ nt	nt	nt	-1%	14%[60.1 µM]	-1%	4%	nt	nt
CC(NS(=O)(=O)c1ccc(F)cc1)C(c1cccs1)N1CCN(C)CC1 (stereo not given)
→ 36%	0%	14%	9%	-16%	-9%	9%	2	-4%
COC(=O)/N=C/c1c(NCc2ccccc2)nc2c(C)cccn2c1=O
→ -1%	-7%	?	-1%	-1%	-10%	-14%	-3	0%
Cc1ccc(C)n1-c1ccsc1C(=O)CC#N
→ 3%	8%	101%[activator]	-2%	-6%	-7%	-5%	0	i
COc1ccccc1Cn1c(=S)[nH]c2cc(C(=O)NCCN3CCOCC3)ccc2c1=O
→ 12%	-17%	21%	-8%	-3%	2%	-22%	-5	-3%
Cc1cccc(C(=O)N2CCN(c3ccccn3)CC2)c1
→ 22%	-11%	17%	-2%	-1%	-11%	-4%	-17	nt
COc1ccc(OC)c(NC(=O)Nc2cccnc2)c1
→ 1%	-1%	28%	-14%	6%	3%	-5%	-7	-5%
Cc1ccc(CC2CC(=O)N(CCc3ccccc3)C2=O)cc1 (stereo not given)
→ -21%	-12%	148%[activator]	-6%	-5%	-3%	?	13	8%
O=C(COc1cccc2cccnc12)N/N=C/c1ccccc1O
→ 32µM*	-17%	4%	18%	-14%	1%	16%	-29	7%
COc1ccc(C2OC(=O)CC2C(=O)N2CCN(c3cc(Cl)ccc3C)CC2)cc1OC (stereo not given)
→ 18%	-18%	-3%	11%	-11%	-12%	-13%	-1	5%
CC1CC(C)CN(c2ncnc3c2cnn3C)C1 (stereo not given)
→ 3%	4%	19%	-8%	2%	1%	-7%	6	0%
CCn1c(SCC(=O)NC2=NCCS2)nnc1C(C)NC(=O)c1ccccc1F (stereo not given)
→ -9%	10%	15%	8%	-9%	-1%	-1%	1	2%
Cc1ccccc1OCC1CNC(=O)O1 (stereo not given)
→ 20%	-4%	-20%	2%	-4%	-5%	-7%	-8	5%
Cc1ccc2cc3c(NC(=O)C(C)C)nn(C)c3nc2c1
→ 17%	-9%	14%	0%	-6%	0%	28%	20	4%
CC(OC(=O)c1oc2ccccc2c1COc1ccccc1)C(=O)NC(N)=O (stereo not given)
→ -3%	-16%	?	-5%	4%	-3%	-23%	-12	-10%
Cc1cccc2cc(C#N)c(NCc3ccccc3)nc12
→ 0%	-20%	18%	14%	-5%	-7%	58%[activator]	-3	-8%
CCOc1ccc(CNC(=O)c2ccc(CSc3nc4ccncc4n3Cc3ccc(F)cc3)cc2)cc1
→ 27%	-4%	-2%	nt	5%	-8%	7%	-14	6%
CC(C)(C)CC(=O)N1CCC(c2nc3c(nnn3Cc3c(F)cccc3Cl)c(=O)[nH]2)CC1
→ 11%	3%	5%	0%	-16%	-1%	-18%	-4	1%
Cn1c(=O)c2c(nc(OC/C=C/c3ccccc3)n2C)n(C)c1=O
→ nt	14%	7%	nt	-2%	nt	nt	11	-8%
O=S1(=O)NC2CCCCCN2c2ccc(F)cc21 (stereo not given)
→ 0%	-16%	11%	0%	4%	-2%	-7%	-36	-6%
Cc1cccc(C)c1N(CC(=O)N1CCN(c2ccccc2F)CC1)S(C)(=O)=O
→ ?	-10%	-24%	1%	-14%	-3%	-12%	-3	-3%
CC1CN(C(=O)C(C)OC(=O)c2ccc3ncsc3c2)CC(C)O1 (stereo not given)
→ nt	5%	?	6%	-6%	nt	nt	7	-7%

# The list is partial (hit frequency here may not be typical).
